TEAD-YAP inh – TEAD-YAP interaction inhibition. actives 1.4% (n = 640,000). inhibition, % at 9.12 µM. HEK-TIYL cells, TEAD-Gal4/YAP UAS-luciferase luminescence; in the data active = inhibition above about 32%;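 also: 0% = median of test compound wells and 100% = reference inhibitor wells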
GPR151 ag – activates the human receptor GPR151; Q8TDV0; actives 1% (n = 650,000); PathHunter beta-arrestin GPR151 cells, luminescence; activation, % at 11.2 µM; AID 1508602; in the data active = activation above about 4.9%;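 also: 0% = median of compound wells and 100% = cells with positive control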
MITF inh – human MITF inhibition, primary screen; AlphaScreen MITF homodimerization, bead proximity signal; inhibition, % at 2.6 µM; actives 0.91% (n = 650,000); AID 1259374; in the data active = inhibition above about 50%;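 also: 0% = vehicle wells with protein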
FBW7 act – human FBW7 E3 ligase activation, primary screen. normalized activity (activation), % at 26.1 µM. AID 1259310. actives 0.13% (n = 650,000). AlphaScreen FBW7–phospho-cyclin E peptide binding, activator screen. Q969H0; in the data active = normalized activity above about 1.9%;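 also: purified mutant Fbw7 with reduced substrate affinity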
Target sequence (Q969H0 whole entry, looked up): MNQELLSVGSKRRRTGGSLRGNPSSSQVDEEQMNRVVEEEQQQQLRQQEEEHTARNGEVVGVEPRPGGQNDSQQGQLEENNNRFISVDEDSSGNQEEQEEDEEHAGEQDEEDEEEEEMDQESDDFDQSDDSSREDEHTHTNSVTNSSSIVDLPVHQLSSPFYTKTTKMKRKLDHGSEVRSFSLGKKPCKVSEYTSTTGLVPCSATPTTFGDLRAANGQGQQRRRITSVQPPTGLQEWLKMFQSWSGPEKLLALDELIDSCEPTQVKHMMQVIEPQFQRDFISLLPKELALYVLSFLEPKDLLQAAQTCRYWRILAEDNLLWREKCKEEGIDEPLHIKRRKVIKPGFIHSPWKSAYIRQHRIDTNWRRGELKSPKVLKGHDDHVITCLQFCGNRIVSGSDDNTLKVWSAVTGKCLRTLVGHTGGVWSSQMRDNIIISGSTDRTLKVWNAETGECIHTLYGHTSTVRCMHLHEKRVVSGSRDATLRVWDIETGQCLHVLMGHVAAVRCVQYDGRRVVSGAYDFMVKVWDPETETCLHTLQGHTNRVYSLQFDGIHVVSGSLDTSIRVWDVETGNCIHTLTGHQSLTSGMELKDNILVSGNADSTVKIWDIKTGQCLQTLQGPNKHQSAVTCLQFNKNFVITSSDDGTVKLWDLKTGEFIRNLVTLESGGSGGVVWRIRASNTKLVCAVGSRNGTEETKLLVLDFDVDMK
An asterisk follows results filed as active. Not a hit list; about 3.4% have a hit in one of these screens.

SMILES	TEAD-YAP inh	GPR151 ag	MITF inh	FBW7 act
O=C(Nc1ccc(-c2nc3ccccc3o2)cc1)C1CCN(CCCn2cccn2)CC1	77.6*	3.5	-8.6	-0.3
CC(Cc1ccc2c(c1)OCO2)c1cc(C(=O)NCCc2ccco2)on1 (stereo not given)	-43.6	-0.1	11.4	0.1
COc1ccc(CCNc2cc(C)nc(NC3CCC(O)CC3)n2)cc1 (stereo not given)	18.4	6.8*	0.5	-0.2
Cc1cc(C)cc(NC(=O)C(=O)NCCC2CCCCN2S(=O)(=O)c2ccccc2)c1 (stereo not given)	-3.1	-1.6	-1.1	-0.3
O=C(CCC(=O)OCc1ccc([N+](=O)[O-])cc1Cl)Nc1cccc2cccnc12	-2.9	-1.6	18.8	0.9
O=C(Nc1ccccc1Cl)c1ccc(F)c(S(=O)(=O)NC2CCCCCC2)c1	14.1	-1.0	-5.4	0.0
COc1cc(OC)cc(C2=N/C(=C\c3ccccc3OC)C(=O)O2)c1	4.2	1.1	9.9	0.1
CCc1cccc(C)c1NC(=O)CN(CC)S(=O)(=O)c1ccc(F)cc1	4.4	0.3	7.3	0.0
COc1ccccc1N(CC(=O)Nc1cc(C)on1)S(=O)(=O)c1ccc(Cl)cc1	-4.8	2.6	-0.9	0.1
COc1ccc(NC(=O)N2CCCC(C(=O)NC(C)C)C2)cc1 (stereo not given)	2.6	3.5	1.8	0.1
CC1=NN(c2ccc(C)c(C)c2)C(=O)/C1=C/c1ccc2c(c1)OCO2	-5.9	0.5	-1.3	0.0
COc1ccc(C(=O)Nc2ncnc3sc4c(c23)CCCC4)cc1OC	6.2	1.8	4.4	0.0
COc1ccc(S(=O)(=O)N(C)CC(N)=O)cc1C	1.4	0.0	-1.9	0.3
Cc1cc(SCC(=O)Nc2ccc(C)c(F)c2)nc(=O)[nH]1	8.1	0.1	-4.5	-0.1
COC(=O)c1ccc2c(c1)NC(=O)CS2	11.1	-0.2	11.3	0.1
CS(=O)(=O)N(CC(=O)Nc1cccnc1)c1ccc(F)c(Cl)c1	-0.2	1.3	4.3	0.0
CCOC(=O)C1=CN(Cc2ccc(F)cc2)C=C(C(=O)OCC)C1c1cc(OC)c(O)c([N+](=O)[O-])c1	-11.7	-1.2	14.9	0.1
COc1cc2c(cc1OC)C(C)N(S(=O)(=O)c1ccc3[nH]c(=O)ccc3c1)CC2 (stereo not given)	-3.5	-0.3	-9.3	-0.1
COc1ccc(OC)c(/C=N\Nc2nc(C)c(C(C)=O)s2)c1	4.2	0.1	1.8	0.0
O=C(c1cc2cc(Br)cc(Br)c2oc1=O)N1CCCCC1	6.6	-1.7	16.4	0.1
CCCCc1nc2ccccc2c(=O)n1NC(=O)c1c(O)c2ccccc2n(C)c1=O	-1.3	-0.2	1.2	-0.1
CCc1cc(Br)ccc1NC(=O)C1CC(=O)N(c2cccc(OC)c2)C1 (stereo not given)	-13.2	-0.4	-4.5	0.1
CN(/N=C/c1cccc(C(=O)O)c1O)C1=NS(=O)(=O)c2ccccc21	1.2	-0.4	10.9	0.2
CCOC(=O)C1=C(C)N=c2s/c(=C\c3ccc(O)cc3)c(=O)n2C1c1ccc(OC)c(OC)c1 (stereo not given)	-10.3	1.8	10.9	0.1
O=C(CCS(=O)(=O)c1ccc(Br)cc1)N1CCCCCC1	-14.6	-0.2	1.4	-0.1
COc1ccc(-c2cnc3c(Nc4cccc(N(C)C)c4)nccn23)cc1	-46.0	-0.2	10.4	0.6
O=C(CSCC(=O)Nc1ccc(Br)cc1)Nc1ccccc1	10.7	-0.4	-1.9	0.2
CCOC(=O)C1=C(C)N=c2s/c(=C\c3ccc(OCC(=O)O)cc3)c(=O)n2C1c1ccc(F)cc1 (stereo not given)	-2.6	0.2	5.9	0.0
CCC(=O)Nc1cc(NC(=O)CSc2nc3c(c(=O)n(C)c(=O)n3C)n2C)ccc1C	-1.6	-0.4	8.2	0.0
COCCN(C(=O)c1ccno1)c1nnc(C2CCCO2)s1 (stereo not given)	11.6	-0.6	8.9	0.0
C=CCOc1ccc(C2/C(=C(/O)c3ccc(OCC)cc3C)C(=O)C(=O)N2CCCN2CCOCC2)cc1 (stereo not given)	4.3	1.2	8.8	0.1
COc1ccccc1-n1c(CNC(=O)c2ccc(S(=O)(=O)N3CCOCC3)cc2)nnc1SCC(=O)Nc1nnc(C)s1	2.5	-0.5	4.1	0.6
N#Cc1nc2c(-c3nc4ccccc4[nH]3)c(N)n(Cc3ccco3)c2nc1C#N	-1.3	-0.2	-7.0	-0.1
CCc1ccccc1N1CCCC(=O)N1	1.9	-1.0	-11.8	-0.1
O=C(Nc1ccccc1F)c1nc(-c2ccncc2)no1	-1.5	-0.5	-4.2	0.1
Cc1cc(Br)ccc1NC(=O)/C=C/c1ccco1	-13.6	-0.1	-5.9	-0.1
C/C(=N\NC(=S)NCCN1CCOCC1)c1cccnc1	3.0	0.4	7.6	0.3
COc1cc(CNc2ncn[nH]2)ccc1OCC(=O)NC(C)(C)C	1.4	1.2	-1.4	-0.3
COc1cccc(C2CC(=O)N3CN(CCC(C)C)CSC3=C2C#N)c1 (stereo not given)	4.9	-0.7	0.4	-0.1
CCC(C)COc1ccc(/C(C)=N/N=C2\NC(=O)CS2)cc1 (stereo not given)	-1.5	-0.5	2.0	-0.5
O=C(c1ccccc1NS(=O)(=O)c1ccc(Br)s1)N1CCOCC1	-1.4	-0.6	6.4	-0.1
CC(C)[C@H](NC(N)=O)C(=O)Nc1cccc(S(=O)(=O)N2CCOCC2)c1	-0.6	3.1	13.6	0.0
O=c1c2c(nc(SC3CCCC3)n1Cc1ccco1)-c1ccccc1CC21CCCCC1	9.6	2.7	-2.3	-0.1
COc1cccc(/C=N/NC(=O)C(C)Oc2ccc(Br)cc2)c1 (stereo not given)	1.7	1.3	1.0	0.0
COCCCN1C(=O)c2oc3ccccc3c(=O)c2C1c1ccc(C)cc1 (stereo not given)	2.9	1.2	-5.6	0.2
COCCNC(=O)c1ccccc1NC(=O)C(C)N(c1ccc(C)cc1)S(C)(=O)=O (stereo not given)	2.3	2.2	-8.0	0.2
COc1ccc(C2c3sc(=O)[nH]c3SCC2C#N)cc1 (stereo not given)	5.8	1.0	7.5	0.1
O=C(N/N=C(\c1ccccc1)c1cccnc1)c1ccc2c(c1)OCO2	-14.2	0.7	-10.2	0.0
CC(C)c1ccc(S(=O)(=O)N(C)C2(C)CCS(=O)(=O)C2)cc1 (stereo not given)	8.7	-0.2	6.7	0.0
Cc1cccc(N2C(=O)CC(N3CCN(c4cccc(C(F)(F)F)c4)CC3)C2=O)c1 (stereo not given)	6.7	-0.6	5.4	0.0

New compounds follow.
SMILES	TEAD-YAP inh	GPR151 ag	MITF inh	FBW7 act
O=C(CCCCCn1c(SCC(=O)c2ccc(F)cc2)nc2cc3c(cc2c1=O)OCO3)NCc1ccc2c(c1)OCO2	6.3	0.2	2.9	-0.1
COC(=O)c1cc(=O)c2c(C)nc(-c3ccccc3)nc2[nH]1	-7.5	1.2	-18.3	0.1
O=C1c2ccccc2N=CC12N=N2	2.9	0.6	18.5	0.1
O=C(COC(=O)c1cc(=O)c2ccccc2o1)Nc1ccc(Br)cc1F	11.3	2.6	10.7	-0.4
Cc1cc(/C=C2/NC(=O)N(c3cccc(Cl)c3)C2=O)c(C)n1C	55.4*	-1.4	0.6	-0.1
CC(=O)N1CCN(c2ccc(NC(=O)c3ccc(Br)o3)cc2Cl)CC1	-0.3	-0.2	10.1	-0.2
CNC(=O)COC(=O)c1ccc(-c2nc3ccccc3s2)s1	-6.1	-6.6	5.6	0.7
COc1ccccc1N1C(=O)Cc2ccccc2C1=O	10.7	-1.4	8.1	0.0
CCOc1ccc(NC(=O)c2cc(S(=O)(=O)N3CCCCC3)ccc2F)cc1	0.2	-0.2	7.9	0.4
c1ccc(CN2CCC(N3CCN(Cc4cccnc4)CC3)CC2)cc1	3.4	0.5	35.2	0.7
O=S(=O)(c1cccc2nsnc12)N1CCN(c2ccccc2Cl)CC1	0.0	-1.0	1.0	0.0
c1ccc(COc2ccccc2OCCOc2ccccc2OCc2ccccc2)cc1	3.5	0.5	7.0	0.3
CC(C)C[C@H]1NC(=O)[C@@H]2C[C@H](NC(=O)c3cccc4ccccc34)CN2C1=O	6.9	2.9	-5.6	-0.1
CCN=C1SC(C(=O)Nc2ccc(Cl)cc2Cl)C(N)=C1C(=O)N1CCCCC1 (stereo not given)	4.6	0.0	16.7	-0.1
CC(C)(C)n1nnnc1CN1CCc2ccccc2C1	-4.1	-0.5	25.7	-0.1
Cc1ccccc1OC(C)C(=O)NCC1CCCO1 (stereo not given)	5.3	-0.1	10.2	0.6
S=C(NCc1ccccc1)NCc1ccc2c(c1)OCO2	6.7	0.2	-3.8	0.0
O=c1[nH]c2ccc(S(=O)(=O)N3CCN(C4CCCCC4)CC3)cc2[nH]c1=O	4.6	-0.3	6.7	0.2
CCC1(C(O)(C#CCN(CCO)CCO)c2ccccc2)CCCC1 (stereo not given)	3.1	-0.7	-3.4	0.4
Cc1nnc(Sc2cc(C(=O)NCCN(C)C)c3ccccc3n2)s1	7.8	0.7	3.5	0.1
O=C(Nc1cccc(F)c1)C1CC12CCN(C(=O)C13CC4CC(CC(C4)C1)C3)CC2 (stereo not given)	-4.3	-0.3	8.2	0.1
Cc1ccc(-c2nnc(N3CCCCC3)c3ccccc23)cc1S(=O)(=O)N(C)C	-4.9	2.6	22.5	0.1
COc1ccc(C(=O)NC2(C(F)(F)F)NC(=O)N(c3ccc(C)cc3)C2=O)cc1OC (stereo not given)	7.4	-2.5	20.2	0.4
CCN1CCN(C(c2cccnc2)c2c(NC(C)=O)sc3c2CCCC3)CC1 (stereo not given)	-2.6	0.4	-2.6	-0.1
COCCNC(=O)/C(C#N)=C/c1cc2c(cc1Br)OCO2	2.7	-1.4	15.6	0.7
Cc1nc2c(ccc3nc(NC(=O)CCSc4ccccc4)sc32)s1	-12.5	1.2	0.7	-0.1
O=C(Nc1ccc2[nH]ncc2c1)c1cccnc1O[C@H]1CCNC1	3.0	0.6	15.2	0.0
CCCN1CC=C2C(C#N)=C(N)C(C#N)(C#N)C3(C(=O)Nc4ccccc43)C2C1 (stereo not given)	5.1	-1.1	-6.9	0.4
CN(C)C(=O)c1ccc(N2CCC(N3CCN(c4ccccn4)CC3)CC2)cc1	-2.8	2.2	10.9	0.1
COc1cccc2cc(-c3nnc(-c4ccc([N+](=O)[O-])cc4)o3)c(=O)oc12	-5.1	-0.2	-4.3	0.6
CC(C)(CO)Cn1c(=O)[nH]c2ncc(-c3cccc(C(N)=O)c3)nc21	3.2	0.0	27.0	-0.3
COc1ccc(S(=O)(=O)NCCc2csc(-c3ccccc3)n2)cc1	5.8	1.9	10.9	0.0
N#CCCN/N=C/c1ccc(-c2ccc(SC(F)F)cc2)o1	-14.0	0.7	6.2	0.2
CCCCCC(=O)Nc1ccc(S(=O)(=O)N2CCCC2)cc1	-17.0	-2.4	2.7	0.0
Cc1nccn1-c1cc(NCCNC(=O)Cc2ccccc2)ncn1	-3.5	-0.8	-4.3	0.0
Cc1ccc(C(=O)Nc2sc(C(=O)N3CCCCC3)c(C)c2C#N)cc1[N+](=O)[O-]	0.0	-0.4	-5.0	0.0
COc1ccc(-n2nnnc2C2CCN(S(=O)(=O)c3ccc(C)cc3)CC2)cc1	4.8	-0.5	1.6	0.0
O=C(Nc1ccc(Cl)cc1C(F)(F)F)c1cc(S(=O)(=O)NCc2ccco2)ccc1F	-4.2	0.1	-1.1	-0.2
Cc1cnc(Nc2ccc(-n3ccnc3)cc2)nc1NCCN(C(C)C)C(C)C	-1.4	7.0*	-3.2	-0.1
CCOCCCNC(=O)c1cnn2c(C)c(Cc3c(F)cccc3Cl)c(C)nc12	-0.5	-0.1	-3.1	0.0
CC(=O)Nc1cnn(-c2ccc(C(=O)N(C)Cc3ccc(Oc4ccccc4)cc3)cc2)c1	11.4	8.4*	5.6	-0.3
CC(C)(C)C(=O)CSc1nc2c(sc(=S)n2CCc2ccccc2)c(=O)n1Cc1ccco1	-0.7	-0.9	18.3	0.3
CN1CCN(C(CC(=O)c2ccc(F)cc2)C(=O)O)CC1 (stereo not given)	3.2	-1.4	-2.8	-0.2
O=C1OCCC1OC(=O)C12CC3CC(CC(C3)C1)C2 (stereo not given)	8.5	-0.3	15.3	0.2
CCOC(=O)CC(NC(=O)Nc1nnc(N2CCCC(C)C2)s1)c1ccccc1 (stereo not given)	1.0	-1.3	0.5	-0.1
Cc1cccnc1NC(=O)c1ccccc1C(=O)O	-7.8	-0.8	0.0	0.1

Screening data from PubChem BioAssay.
